HCV NS3 hel inh = inhibitors of Hepatitis C virus NS3 helicase; NS3 helicase DNA unwinding, Cy5 molecular beacon fluorescence; inhibition, % at 10.9 µM; actives 0.56% (n = 290,000);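 active = inhibition above the mean of all tested compounds plus 3 SD, set per campaign, cut at about 35% in these data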;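 note: 0% = DMSO wells and 100% = thioflavine S control wells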
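Material: hepatitis C virus NS3 helicase domain fragment enzyme; measured by: Cy5 fluorescence, 0 and 60 min reads; control set: DMSO and thioflavine S; incubation: 60 min unwinding reaction at 25 °C after ATP addition; read-out basis: % inhibition from 60/0 min fluorescence ratio, DMSO 0%, thioflavine S 100%; repeats: singlicate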
GPR7 antagonist = human neuropeptides B/W receptor 1 antagonism; AID 1861; GPR7-expressing cells, fluorescence antagonist assay; actives 1.1% (n = 290,000); inhibition, % at 4.4 µM; in the data active = inhibition above about 16%, passing the limit was not always enough;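 note: cells stimulated with the agonist NPW; 0% = agonist with vehicle and 100% = vehicle without agonist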
Target sequence (P48145 whole entry, looked up): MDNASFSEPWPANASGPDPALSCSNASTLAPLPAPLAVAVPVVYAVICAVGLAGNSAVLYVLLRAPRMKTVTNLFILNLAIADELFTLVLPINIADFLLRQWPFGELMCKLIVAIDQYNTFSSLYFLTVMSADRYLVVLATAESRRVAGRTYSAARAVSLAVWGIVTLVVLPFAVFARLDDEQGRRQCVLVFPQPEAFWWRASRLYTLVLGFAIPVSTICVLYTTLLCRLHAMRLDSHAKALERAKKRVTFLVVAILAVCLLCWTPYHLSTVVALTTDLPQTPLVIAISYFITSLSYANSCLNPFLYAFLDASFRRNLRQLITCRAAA
IMP-1 inh = inhibitors of Pseudomonas aeruginosa IMP-1 metallo-beta-lactamase; purified IMP-1, nitrocefin hydrolysis, epi-absorbance fluorescence; actives 0.45% (n = 290,000); inhibition, % at 5.6 µM; AID 1556;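 active = inhibition above the mean plus 3 SD of all compounds in the same screening run, cut at about 4.5% in these data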;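 note: 0% = IMP-1 with DMSO and 100% = DMSO wells lacking enzyme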
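Test system: recombinant IMP-1 enzyme, purified / Medium: HEPES buffer pH 7.1 with ZnSO4 and Brij 35 / Doses: single dose, 5.6 µM / Times: 25 °C, 15 min preincubation, 25 min reaction / Detection: Epi-absorbance via hydrolysed-nitrocefin quenching of white-plate fluorescence, 480/530 nm, EDTA stop / Evaluation: percent inhibition from optical density relative to buffer-blank wells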
VIM-2 inhibitor = inhibitors of Pseudomonas aeruginosa VIM-2 metallo-beta-lactamase; actives 0.89% (n = 290,000); purified VIM-2, nitrocefin hydrolysis, epi-absorbance fluorescence; inhibition, % at 5.6 µM;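 active = inhibition above the mean of all tested compounds plus 3 SD, cutoff set per screening run, cut at about 7.5% in these data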;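 note: red hydrolysis product quenches plate fluorescence so inhibitors raise well fluorescence; 0% = enzyme with DMSO and 100% = DMSO without enzyme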
FID counter = counter-screen for HCV NS3 helicase inhibitors: DNA intercalator displacement; DNA fluorescent intercalator displacement, fluorescence; inhibition, % at 7.9 µM; actives 0.17% (n = 290,000); in the data active = inhibition above about 37%;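 note: 0% = vehicle and 100% = reference compound; higher means more ethidium bromide displaced from hairpin DNA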
OXTR agonist = human OXTR agonism | CHO-OTR cells, Fluo-8 calcium fluorescence; normalized: DMSO 0%, oxytocin 100% | AID 2435 | P30559 | actives 0.32% (n = 320,000) | activation, % at 3 µM;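 active = activation above the mean of all tested compounds plus 3 SD, cutoff set per screening run, cut at about 20% in these data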;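 note: peak over basal fluorescence ratio from a 100 s FLIPR kinetic read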
Target sequence (P30559 whole entry, looked up): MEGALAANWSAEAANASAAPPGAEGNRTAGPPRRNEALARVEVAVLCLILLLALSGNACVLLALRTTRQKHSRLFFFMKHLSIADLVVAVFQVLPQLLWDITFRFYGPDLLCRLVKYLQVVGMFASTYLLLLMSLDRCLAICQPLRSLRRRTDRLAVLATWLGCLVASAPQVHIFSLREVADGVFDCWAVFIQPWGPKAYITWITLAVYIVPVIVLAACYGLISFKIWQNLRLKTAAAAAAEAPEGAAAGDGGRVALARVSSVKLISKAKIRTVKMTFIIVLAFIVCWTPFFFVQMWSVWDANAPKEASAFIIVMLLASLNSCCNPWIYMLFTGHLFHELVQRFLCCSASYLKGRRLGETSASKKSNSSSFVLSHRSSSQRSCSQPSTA
GalR3 antagonist = human GalR3 antagonism; O60755; HEK293 GalR3-CNG cAMP membrane potential fluorescence; galR3 body fused to GalR1 C-terminus; AID 651719; inhibition, % at 3 µM; actives 0.44% (n = 360,000);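 active = inhibition above the screen-wide average plus 3 SD, cut at about 13% in these data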;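 note: forskolin and galanin both at EC90 stimulate the cells; cAMP rise reported by CNG channel membrane potential dye signal; 0% = forskolin plus galanin with DMSO and 100% = forskolin alone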
Target sequence (O60755 1-299 limits assumed): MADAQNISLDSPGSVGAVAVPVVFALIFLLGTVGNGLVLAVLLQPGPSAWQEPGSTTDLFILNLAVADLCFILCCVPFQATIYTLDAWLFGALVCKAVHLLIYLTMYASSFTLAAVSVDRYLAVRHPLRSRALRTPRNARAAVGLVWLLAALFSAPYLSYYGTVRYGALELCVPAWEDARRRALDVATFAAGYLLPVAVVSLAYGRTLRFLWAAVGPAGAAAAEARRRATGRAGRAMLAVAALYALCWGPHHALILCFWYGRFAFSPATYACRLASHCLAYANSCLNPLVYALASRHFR
PHOSPHO1 block = inhibitors of human PHOSPHO1 phosphatase; inhibition, % at 13.3 µM; AID 1565; Q8TCT1; recombinant PHOSPHO1, absorbance phosphatase assay; actives 1.1% (n = 290,000); in the data active = inhibition above about 60%
V1R ag counter = counter-screen for oxytocin receptor agonists: human V1a receptor agonists; CHO-V1R cells, Fluo-8 calcium fluorescence, agonist mode; 0% DMSO, 100% 3 nM vasopressin; activation, % at 3 µM; actives 0.25% (n = 320,000);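 active = activation above the mean activation of all tested compounds plus 3 SD, per screening run, cut at about 20% in these data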;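 note: signal is peak over basal fluorescence ratio across a 100 second FLIPR read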
Active calls of the source: *; . = not tested or not shown.

SMILES | HCV NS3 hel inh | GPR7 antagonist | IMP-1 inh | VIM-2 inhibitor | FID counter | OXTR agonist | GalR3 antagonist | PHOSPHO1 block | V1R ag counter
Cc1cccc[n+]1CC(=O)Nc1cccc([N+](=O)[O-])c1 | 9.3 | -2.9 | -0.8 | -3.0 | 5.4 | -0.4 | -4.5 | 32.8 | -0.2
CCOc1ccc(C2=C(C=Nc3c(C)n(C)n(-c4ccccc4)c3=O)C(c3ccc(F)cc3)c3ccccc3O2)cc1 (stereo unspecified) | 0.8 | 3.2 | -3.9 | 0.0 | -2.0 | -0.2 | . | -2.0 | 0.2
O=C(c1ccccc1)c1ccc2nc(Nc3ccccc3)c3nncn3c2c1 | 0.0 | -6.2 | -3.0 | -2.5 | -0.4 | 0.8 | -8.2 | 36.4 | -0.6
Cc1ccc2nc(-c3ccncc3)cc(C(=O)NCCc3ccc(F)cc3)c2c1 | -14.2 | -8.5 | -1.6 | -3.1 | -5.4 | -2.6 | -3.8 | 37.8 | -0.6
CCOc1c2ccc(C(=O)NCCc3ccc(C)cc3)cc2nn1CC | -1.3 | -2.9 | -2.7 | 0.0 | -21.4 | 0.0 | -1.4 | 38.2 | -0.5
O=C(C1CCCN(S(=O)(=O)c2ccc(F)cc2)C1)N1CCCCC1 (stereo unspecified) | 10.8 | -5.0 | -4.6 | -1.4 | -22.4 | 1.4 | 1.5 | 59.6 | 0.8
COc1ccccc1C1N=C(c2ccccc2C)NO1 (stereo unspecified) | 11.2 | -3.7 | -0.9 | 0.5 | -1.8 | -0.3 | -6.2 | 35.1 | 0.4
CCN(CC)c1ccc(NC(=O)OC)cc1 | 4.2 | -10.4 | -3.4 | -3.9 | -1.6 | -0.1 | -1.5 | 30.7 | 2.7
CC1CCN(S(=O)(=O)c2ccc3[nH]c(=O)[nH]c3c2)CC1 | -0.2 | -12.9 | -2.8 | -4.8 | -6.4 | 0.1 | -7.4 | 41.6 | 0.6
OCc1nc2ccccc2n1Cc1ccc(Cl)cc1 | 7.3 | -1.2 | -1.5 | -0.9 | -7.0 | 1.1 | -4.6 | -28.4 | 3.6
C[C@H]1CN=C(Nc2ccccc2)N1CC1CCCCCC1 | 10.1 | 17.2 | -2.3 | 0.8 | 1.6 | 0.6 | -8.3 | 9.6 | 0.8
CC(C(=O)Nc1ccc(C#N)cc1)N(C)CC(=O)Nc1cccc(F)c1 (stereo unspecified) | -1.6 | 11.6 | -1.3 | -2.3 | -1.6 | 1.1 | -5.6 | 4.0 | 1.2
COc1ccc(-c2cc(=O)oc3cc(OC(C)C(=O)NCCCn4ccnc4)ccc23)cc1 (stereo unspecified) | -42.8 | 1.7 | -2.8 | 2.0 | 4.0 | 1.4 | -6.6 | 18.7 | 1.7
COc1ccc(C(=O)O)cc1F | 1.3 | -12.0 | -2.1 | -0.7 | 0.5 | 0.3 | 7.4 | -2.3 | 1.0
CCOC(=O)C1(Cc2cccc(F)c2)CCN(Cc2nc(CC)[nH]c2C)CC1 | -6.8 | -15.1 | -1.7 | -2.1 | 4.0 | -1.0 | -5.3 | 26.9 | -0.7
COC(=O)C1(c2ccccc2)NC(c2cccs2)C2C(=O)N(C)C(=O)C21 (stereo unspecified) | 5.0 | -3.9 | -2.5 | -0.6 | -2.5 | -1.1 | -3.4 | 14.1 | -0.5
CCOc1ccc(Br)cc1/C=N/NC(=O)c1ccncc1 | -1.0 | 1.5 | -1.5 | -2.0 | -13.4 | -1.7 | 0.5 | 17.4 | -0.3
O=C(NC(=S)NCCc1ccc(Cl)cc1)c1ccco1 | -11.1 | -7.2 | -1.7 | -1.1 | -4.7 | -1.9 | -7.7 | -4.4 | 1.4
Cc1noc(C)c1S(=O)(=O)N1CCCC(C(=O)Nc2nccs2)C1 (stereo unspecified) | 6.6 | -4.2 | -2.0 | -3.7 | -7.6 | 1.8 | 7.1 | 0.7 | 0.9
Cc1ccc(S(=O)(=O)N2CCCCC2)cc1NC(=S)NC(=O)c1ccco1 | -3.7 | 0.9 | 1.2 | -0.7 | -11.3 | -1.0 | -6.2 | 11.6 | 0.2

Quoted at random: two records from the list, in no set order.
SMILES | HCV NS3 hel inh | GPR7 antagonist | IMP-1 inh | VIM-2 inhibitor | FID counter | OXTR agonist | GalR3 antagonist | PHOSPHO1 block | V1R ag counter
CC(C(=O)Nc1ccc(C#N)cc1)N(C)CC(=O)Nc1cccc(F)c1 (stereo unspecified) | -1.6 | 11.6 | -1.3 | -2.3 | -1.6 | 1.1 | -5.6 | 4.0 | 1.2
OCc1nc2ccccc2n1Cc1ccc(Cl)cc1 | 7.3 | -1.2 | -1.5 | -0.9 | -7.0 | 1.1 | -4.6 | -28.4 | 3.6

Other results follow:
SMILES | HCV NS3 hel inh | GPR7 antagonist | IMP-1 inh | VIM-2 inhibitor | FID counter | OXTR agonist | GalR3 antagonist | PHOSPHO1 block | V1R ag counter
CCCc1ccc(/C=C2\C(=O)c3ccccc3C(O)=C2C(=O)OCC)cc1 | 20.4 | -7.2 | 0.2 | 1.7 | -10.0 | -0.7 | . | -12.8 | -0.6
COc1ccc(NS(=O)(=O)c2ccc(NC(=O)c3ccc(N(C)S(C)(=O)=O)cc3)cc2)cc1 | -3.9 | 22.9* | 0.3 | 0.9 | -6.5 | 2.3 | 82.7* | -11.4 | 1.0
O=C(/C=C/c1cccc([N+](=O)[O-])c1)N(c1ccccn1)c1ccccn1 | -3.1 | -4.2 | -2.7 | -2.3 | -3.5 | 0.8 | -2.3 | 23.6 | 0.7
O=C(OCC(=O)c1ccccc1Br)c1ccncc1 | -1.5 | 1.8 | 0.0 | 2.3 | -11.1 | -2.5 | 0.4 | 28.1 | -1.5
O=C(NNC(=S)NC(=O)c1ccccc1)c1cccc([N+](=O)[O-])c1 | 0.9 | -15.5 | -3.5 | -1.7 | -7.0 | 29.4* | -7.8 | -11.7 | 13.9
c1cncc(-c2csc(NCc3ccco3)n2)c1 | -4.6 | 4.2 | -4.0 | -2.8 | -3.8 | -1.1 | -4.3 | 32.2 | 3.0
CCOC(=O)c1c(-c2cccc([N+](=O)[O-])c2)csc1NC(=O)CCCOc1ccccc1OC | 18.8 | -15.0 | -1.9 | -1.5 | -9.5 | . | -3.1 | -9.5 | .
O=C(Nc1cccc(C(F)(F)F)c1)N1CCN(C(=O)Nc2cccc(C(F)(F)F)c2)CC1 | 5.9 | 0.4 | 2.0 | -4.9 | -4.2 | 1.7 | 0.5 | 9.5 | 2.2
COCCn1c(=NC(=O)CCS(=O)(=O)c2ccccc2)sc2cc(C)ccc21 | -12.9 | -16.1 | -1.7 | -0.7 | -25.3 | -1.9 | -2.6 | 47.5 | 0.3
CCOC(=O)CSC1=NC(=O)CS1 | 0.4 | -13.7 | -0.3 | 0.4 | 5.0 | 1.3 | -4.6 | 32.7 | 1.6
COC(=O)CCCC(=O)Nc1ccc(Cl)c(Cl)c1 | -1.0 | -2.6 | 0.0 | -0.1 | -0.1 | 3.6 | -2.6 | -3.2 | 5.8
CCN1CCN(C(=S)Nc2sc(C)c(-c3ccccc3)c2C(=O)OC)CC1 | -77.1 | -23.1 | -0.3 | -0.2 | 2.3 | -0.9 | -1.1 | 12.3 | 0.2
O=C(CCCN1C(=O)/C(=C/c2ccccc2)SC1=S)Nc1cccc(O)c1 | 9.0 | -1.3 | -1.7 | -2.9 | -16.4 | 4.1 | -5.5 | -10.4 | 5.8
Nc1nc(CSc2nc3ccccc3s2)nc(N2CCOCC2)n1 | 18.7 | 1.3 | -1.4 | 0.8 | -13.7 | 0.5 | -6.8 | 45.4 | 1.8
CCN1C(=O)C2(C(C#N)=C(N)Oc3n[nH]c(C(C)C)c32)c2ccccc21 (stereo unspecified) | 1.2 | -3.6 | -2.1 | -4.7 | -14.9 | 6.2 | -4.0 | 3.5 | 0.3
O=C(O)CCN1C(=O)/C(=C\c2ccc(-c3nc4ccccc4s3)o2)SC1=S | 21.3 | 0.0 | 4.2 | -1.5 | -13.2 | 0.2 | . | 94.5* | 1.1
Cc1ccc2c(c1)N(CC(=O)NCc1ccco1)C(=O)C(C(C)C)O2 (stereo unspecified) | 7.4 | 5.1 | -2.5 | -2.7 | -20.2 | -2.5 | -7.2 | 18.8 | -1.2
Cc1ccc(Cn2ccc(NC(=O)c3cc(-c4ccc(Cl)cc4)on3)n2)cc1 | 3.2 | 1.0 | -3.3 | -1.5 | 1.9 | 1.1 | -6.4 | 11.0 | -0.3
O=C1/C(=C\c2ccco2)SC(=S)N1c1ccc(O)cc1 | 25.1 | 6.4 | 3.5 | 4.0 | 2.8 | 1.2 | -0.7 | -3.4 | 0.6
CCOc1ccc(NS(=O)(=O)c2ccc3[nH]c(=O)c(=O)[nH]c3c2)cc1 | -15.7 | -2.1 | 0.2 | -2.3 | -1.8 | -0.1 | 0.6 | 16.1 | -1.1
Cc1ccccc1OCc1nnc(SCC(=O)O)n1-c1cccc(Cl)c1 | -11.1 | -0.8 | -3.0 | -3.0 | -24.6 | 0.7 | -2.9 | 40.3 | -0.2
CCOC(=O)C1CCCCN1Cc1cccc(Oc2ccccc2)c1 (stereo unspecified) | -0.8 | -18.6 | -1.9 | -1.4 | -20.8 | -2.6 | -8.2 | . | -1.0
COc1ccc(NC(=O)C2CCN(S(=O)(=O)c3c(C)noc3C)CC2)cc1OC | 4.5 | -14.3 | 0.1 | -1.6 | -33.5 | 0.0 | -7.4 | 39.5 | 2.0
Cc1cc(C)n(-c2nc3ccccc3[nH]c2=O)n1 | 0.3 | 4.4 | -1.2 | -2.1 | -2.6 | 0.4 | -1.5 | -3.3 | 0.4
O=[N+]([O-])c1cnccc1NC1CCCCC1 | 6.2 | -2.8 | -4.3 | -3.5 | -10.2 | -0.1 | -1.6 | 11.4 | 0.4
Cn1c(=O)c2c([nH]c(=S)n2Cc2ccc(Cl)cc2)n(C)c1=O | -3.3 | -4.8 | -2.5 | -4.0 | -12.0 | -0.4 | -10.0 | 33.9 | -1.0
COc1ccc(NC(=O)c2cc(C)cc(C)c2)cc1[N+](=O)[O-] | 13.6 | -12.2 | -0.6 | -0.2 | 6.5 | -1.6 | -3.8 | 48.4 | -0.6
COc1ccc(Cl)cc1/C=C/c1ccc2cccc(O)c2n1 | 26.6 | 5.6 | -4.8 | -5.3 | -16.1 | -0.7 | -7.0 | -3.1 | -0.4
CC(C)N1CCN(Cc2cn[nH]c2C2CCCCC2)CC1CCO (stereo unspecified) | -9.8 | 4.1 | -2.3 | -2.5 | 2.2 | -1.2 | 2.7 | 18.3 | -0.3
CCOC(=O)C1(S(=O)(=O)c2ccccc2)CCN(Cc2ccc(Cl)cc2)CC1 | -12.7 | -4.6 | -1.2 | 0.5 | -12.4 | -2.1 | -5.6 | 32.3 | 0.0
CO/N=C/NC(=O)c1c(OC)ccnc1Oc1ccc(Cl)cc1 | -5.0 | 4.4 | 0.8 | 0.4 | -1.2 | 2.1 | -7.8 | 13.6 | 1.3
CCN(CC(=O)N1CCOCC1)S(=O)(=O)c1ccc2ccccc2c1 | 9.6 | 9.9 | -0.4 | -0.8 | -10.0 | . | 3.3 | . | .

Compound activity from PubChem BioAssay.

Rows were taken by chance; any-hit rate near 4.3%.
